NSD2 block – blocks human NSD2 histone methyltransferase activity; inhibition, % at 12.5 µM; actives 0.07% (n = 44,000); NSD2-SET H3K36me1 DELFIA fluorescence, biochemical; in the data active means inhibition above about 54%, passing the limit was not always enough; inconclusive means no clear call, values can overlap the other calls;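 further: inhibitors reduce the monomethyl H3K36 fluorescence signal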
Target sequence (O96028 whole entry, looked up): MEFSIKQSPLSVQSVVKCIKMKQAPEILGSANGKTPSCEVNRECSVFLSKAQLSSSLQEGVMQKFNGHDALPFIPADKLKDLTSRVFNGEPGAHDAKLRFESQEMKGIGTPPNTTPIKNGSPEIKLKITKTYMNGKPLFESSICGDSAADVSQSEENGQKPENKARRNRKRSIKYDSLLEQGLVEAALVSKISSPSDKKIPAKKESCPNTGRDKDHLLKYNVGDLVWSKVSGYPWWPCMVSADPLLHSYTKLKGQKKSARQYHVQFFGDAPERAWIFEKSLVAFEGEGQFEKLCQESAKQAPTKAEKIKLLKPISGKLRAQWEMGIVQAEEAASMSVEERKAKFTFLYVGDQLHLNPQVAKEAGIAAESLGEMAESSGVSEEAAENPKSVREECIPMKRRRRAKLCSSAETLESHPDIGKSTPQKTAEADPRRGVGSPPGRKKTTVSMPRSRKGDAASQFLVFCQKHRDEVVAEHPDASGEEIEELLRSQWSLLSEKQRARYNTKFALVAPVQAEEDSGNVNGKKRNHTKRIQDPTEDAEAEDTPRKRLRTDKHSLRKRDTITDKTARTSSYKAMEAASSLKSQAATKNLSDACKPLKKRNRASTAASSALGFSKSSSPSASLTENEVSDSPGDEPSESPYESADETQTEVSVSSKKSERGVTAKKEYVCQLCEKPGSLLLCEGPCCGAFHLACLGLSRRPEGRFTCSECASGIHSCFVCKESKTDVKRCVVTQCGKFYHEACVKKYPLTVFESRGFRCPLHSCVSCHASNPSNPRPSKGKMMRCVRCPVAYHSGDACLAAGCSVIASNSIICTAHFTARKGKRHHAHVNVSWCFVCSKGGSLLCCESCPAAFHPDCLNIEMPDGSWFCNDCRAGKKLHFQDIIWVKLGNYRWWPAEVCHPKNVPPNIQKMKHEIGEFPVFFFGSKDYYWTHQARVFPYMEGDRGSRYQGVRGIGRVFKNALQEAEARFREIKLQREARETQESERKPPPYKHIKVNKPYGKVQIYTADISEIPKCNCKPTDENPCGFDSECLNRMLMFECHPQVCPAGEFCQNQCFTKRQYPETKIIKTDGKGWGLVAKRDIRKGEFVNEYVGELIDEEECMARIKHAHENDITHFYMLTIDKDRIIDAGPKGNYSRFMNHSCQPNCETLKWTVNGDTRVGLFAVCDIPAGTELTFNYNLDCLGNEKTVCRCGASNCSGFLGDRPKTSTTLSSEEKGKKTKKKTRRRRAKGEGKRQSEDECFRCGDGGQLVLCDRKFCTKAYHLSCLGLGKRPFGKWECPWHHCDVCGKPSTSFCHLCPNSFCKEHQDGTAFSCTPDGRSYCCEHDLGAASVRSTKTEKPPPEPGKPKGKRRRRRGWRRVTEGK
* marks the source's active call; other numbers are inactive results; ? = inconclusive. This is a subset; rates above refer to the full screens.

NSD2 block	SMILES
0.6	Cc1noc(C)c1S(=O)(=O)Nc1ccc2c(c1)C(=O)N([C@@H](C)CO)C[C@H](C)[C@@H](CN(C)C(=O)NC(C)C)O2
1.3	C[C@@H]1CN([C@@H](C)CO)S(=O)(=O)c2ccc(-c3cccnc3)cc2O[C@@H]1CN(C)Cc1ccccn1
-4.0	COc1ccc(CN(C)C[C@H]2Oc3ccc(NC(=O)Nc4ccc5c(c4)OCO5)cc3CC(=O)N([C@@H](C)CO)C[C@H]2C)cc1
-2.5	CNC[C@@H]1Oc2ncc(C#CC3(O)CCCC3)cc2C(=O)N([C@H](C)CO)C[C@@H]1C
-6.5	C[C@H]1CN([C@@H](C)CO)C(=O)c2cc(C3=CCCCC3)cnc2O[C@H]1CN(C)S(C)(=O)=O
2.8	Cc1ccc(S(=O)(=O)Nc2ccc3c(c2)CC(=O)N([C@H](C)CO)C[C@H](C)[C@H](CN(C)C(=O)Nc2ccccc2)O3)cc1
-9.5	C=CCNC(=O)[C@@H]1[C@H]2C(=O)O[C@H](c3ccccc3)[C@H](c3ccccc3)N2[C@H](c2ccc(O)cc2)[C@@]12C(=O)N(C(=O)OCCOC)c1ccc(C#Cc3ccc(OC)cc3)cc12
9.7	COc1ccc(NC(=O)N[C@@H]2C=C[C@@H](CC(=O)NC3CCC3)O[C@@H]2CO)cc1
5.2	C[C@H](CO)N1C[C@H](C)[C@H](CN(C)C(=O)Nc2cccc3ccccc23)Oc2ccc(NS(=O)(=O)c3cn(C)cn3)cc2CC1=O
1.9	C[C@@H]1CN([C@@H](C)CO)C(=O)Cc2cc(NS(=O)(=O)c3ccc(Cl)cc3)ccc2O[C@H]1CN(C)CC1CC1
2.1	CN1CCN2c3ncccc3Cc3ccccc3C2C1 (stereo unspecified)
0.8	C[C@H]1CN([C@@H](C)CO)C(=O)Cc2cc(NS(C)(=O)=O)ccc2O[C@@H]1CN(C)C(=O)NC1CCCCC1
-4.5	C[C@H]1CN([C@@H](C)CO)S(=O)(=O)c2ccc(/C=C/c3ccccc3)cc2O[C@@H]1CN(C)C(=O)Nc1ccc(F)cc1
-0.5	C[C@@H]1CN([C@H](C)CO)C(=O)c2cc(C#Cc3cccc(F)c3)cnc2O[C@@H]1CN(C)Cc1ccccn1
-5.6	COc1ccc(S(=O)(=O)N(C)C[C@@H]2OCCCC[C@@H](C)Oc3ccc(NS(=O)(=O)c4ccc(F)cc4)cc3C(=O)N([C@@H](C)CO)C[C@@H]2C)cc1
5.9	COc1ccc(NC(=O)Nc2ccc3c(c2)CC(=O)N([C@@H](C)CO)C[C@H](C)[C@@H](CN(C)C(=O)Nc2c(C)noc2C)O3)cc1
6.0	Cc1noc(C)c1NC(=O)N(C)C[C@@H]1Oc2c(NC(=O)c3nc4ccccc4s3)cccc2C(=O)N([C@H](C)CO)C[C@H]1C
1.4	C[C@H]1CN([C@@H](C)CO)C(=O)Cc2cc(NC(=O)c3ccncc3)ccc2O[C@H]1CN(C)S(=O)(=O)c1cn(C)cn1
2.7	Cc1ccc(S(=O)(=O)Nc2ccc3c(c2)C(=O)N([C@H](C)CO)C[C@@H](C)[C@@H](CN(C)S(=O)(=O)c2cn(C)cn2)OCCCC[C@H](C)O3)cc1
0.9	O=C(C[C@@H]1C=C[C@@H](NS(=O)(=O)c2cccc(F)c2)[C@H](CO)O1)N1CCCCC1
-3.9	C[C@@H]1CN([C@H](C)CO)C(=O)Cc2cc(NC(=O)Nc3ccc(F)cc3)ccc2O[C@H]1CN(C)S(C)(=O)=O
-1.2	C[C@@H]1CN([C@H](C)CO)C(=O)c2cc(-c3cccc(F)c3)cnc2O[C@@H]1CN(C)C(=O)Nc1ccccc1F
-0.5	CNC[C@H]1OCCCC[C@@H](C)Oc2ccc(NC(=O)Nc3ccc(OC)cc3)cc2C(=O)N([C@H](C)CO)C[C@H]1C
1.7	C[C@@H]1CN([C@H](C)CO)C(=O)Cc2cc(NC(=O)C3CCCCC3)ccc2O[C@H]1CN(C)C(=O)Nc1ccccc1
4.1	CC(C)NC(=O)N(C)C[C@@H]1Oc2ccc(NC(=O)Cn3cnnn3)cc2C(=O)N([C@H](C)CO)C[C@@H]1C
-3.9	C[C@@H]1CCCCO[C@@H](CN(C)Cc2ccc(C(=O)Nc3ccccc3N)cc2)[C@@H](C)CN([C@H](C)CO)C(=O)c2cc(NC(=O)c3ccccc3)ccc2O1
7.2	C[C@H]1CN([C@@H](C)CO)C(=O)Cc2cc(NC(=O)Cn3cnnn3)ccc2O[C@H]1CN(C)S(C)(=O)=O
6.7	COc1ccc(S(=O)(=O)N(C)C[C@H]2OCCCC[C@@H](C)Oc3ccc(NC(=O)NC(C)C)cc3C(=O)N([C@H](C)CO)C[C@H]2C)cc1
0.7	Cc1noc(C)c1NC(=O)N(C)C[C@@H]1Oc2c(NC(=O)CCCCCC(=O)Nc3ccccc3N)cccc2C(=O)N([C@@H](C)CO)C[C@H]1C
-7.6	O=C(C[C@@H]1C[C@@H]2c3cc(NC(=O)C4CCC4)ccc3O[C@@H]2[C@@H](CO)O1)NCc1ccc2c(c1)OCO2
-1.1	C[C@@H]1CN([C@H](C)CO)S(=O)(=O)c2ccc(C#CCN(C)C)cc2O[C@@H]1CN(C)Cc1ccc2c(c1)OCO2
2.1	COc1ccc(S(=O)(=O)Nc2ccc3c(c2)C(=O)N([C@@H](C)CO)C[C@H](C)[C@H](CN(C)CC2CCCCC2)OCCCC[C@H](C)O3)cc1
10.1	C[C@@H]1CN([C@H](C)CO)C(=O)c2cc(C#Cc3cccnc3)cnc2O[C@H]1CN(C)S(C)(=O)=O
-3.0	C[C@H](CO)N1C[C@H](C)[C@@H](CN(C)S(C)(=O)=O)Oc2ncc(C#Cc3cccnc3)cc2C1=O
-0.7	CCCC#Cc1cnc2c(c1)C(=O)N([C@@H](C)CO)C[C@H](C)[C@H](CN(C)S(=O)(=O)c1ccccc1)O2
2.8	COCC1=C([C@H](O)CCc2ccccc2)[C@H](CO)[C@@H]2C(=O)N(Cc3ccccc3)C(=O)[C@@H]2C1
-5.5	C[C@@H]1CN([C@H](C)CO)C(=O)c2cc(NC(=O)c3ccccc3)ccc2O[C@@H](C)CCCCO[C@@H]1CN(C)S(=O)(=O)c1ccc(Cl)cc1
5.4	O=C(N/N=C/c1ccc(O)c(F)c1)c1ccccc1O
4.2	C[C@@H]1CN([C@H](C)CO)C(=O)c2cccc(NC(=O)c3nc4ccccc4s3)c2O[C@@H]1CN(C)C
-11.0	C/C=C/c1cnc2c(c1)C(=O)N([C@@H](C)CO)C[C@@H](C)[C@H](CN(C)C(=O)Nc1ccc(F)cc1)O2
0.5	C[C@@H]1CCCCO[C@@H](CN(C)C(=O)c2ccccc2)[C@@H](C)CN([C@@H](C)CO)C(=O)c2cc(NC(=O)Cc3ccccc3)ccc2O1
-3.1	C[C@@H]1CCCCO[C@@H](CN(C)Cc2ccc3c(c2)OCO3)[C@H](C)CN([C@@H](C)CO)C(=O)c2cc(NC(=O)CCC(F)(F)F)ccc2O1
0.6	C[C@H](CO)N1C[C@H](C)[C@H](CN(C)CC2CCCCC2)OCCCC[C@H](C)Oc2ccc(NC(=O)Nc3ccc(F)cc3)cc2C1=O
-5.9	CNC[C@@H]1Oc2ccc(NS(=O)(=O)c3ccc(C)cc3)cc2CC(=O)N([C@@H](C)CO)C[C@H]1C
0.5	O=C(C[C@@H]1CC[C@@H](NC(=O)C2CCC2)[C@@H](CO)O1)NCCCN1CCOCC1
-2.2	CNC[C@H]1Oc2cc(C#CC3CCCCC3)ccc2S(=O)(=O)N([C@@H](C)CO)C[C@H]1C
-3.3	C=CCSc1ccc(OCC(F)(F)F)c(C#N)c1OCC(F)(F)F
9.8	C[C@@H]1CCCCO[C@H](CN(C)C(=O)c2ccncc2)[C@@H](C)CN([C@@H](C)CO)C(=O)c2cc(NC(=O)c3ccncc3)ccc2O1
-0.1	COC(=O)CCCCCCC(=O)N/N=C/c1cccc(C(=O)O)c1
13.6	C[C@H](CO)N1C[C@H](C)[C@@H](CN(C)Cc2ccc3c(c2)OCO3)Oc2cc(-c3cccc(C(=O)N(C)C)c3)ccc2S1(=O)=O

A draw from above in order of molar mass, high to low:
NSD2 block	SMILES
-0.5	CNC[C@H]1OCCCC[C@@H](C)Oc2ccc(NC(=O)Nc3ccc(OC)cc3)cc2C(=O)N([C@H](C)CO)C[C@H]1C
-1.2	C[C@@H]1CN([C@H](C)CO)C(=O)c2cc(-c3cccc(F)c3)cnc2O[C@@H]1CN(C)C(=O)Nc1ccccc1F
-6.5	C[C@H]1CN([C@@H](C)CO)C(=O)c2cc(C3=CCCCC3)cnc2O[C@H]1CN(C)S(C)(=O)=O

Some values from the entries so far.
`C[C@H](CO)N1C[C@H](C)[C@H](CN(C)CC2CCCCC2)OCCCC[C@H](C)Oc2ccc(NC(=O)Nc3ccc(F)cc3)cc2C1=O` in NSD2 block shows 0.6
`C=CCSc1ccc(OCC(F)(F)F)c(C#N)c1OCC(F)(F)F` in NSD2 block shows -3.3

Remaining list, next part
NSD2 block	SMILES
-3.3	C[C@H](CO)N1C[C@H](C)[C@H](CN(C)CC2CC2)Oc2c(NC(=O)c3cnccn3)cccc2C1=O
-3.2	COc1ccc(CN(C)C[C@@H]2Oc3ccc(NC(=O)Nc4ccc(OC)cc4)cc3CC(=O)N([C@H](C)CO)C[C@@H]2C)cc1
5.1	COc1ccc(NC(=O)N(C)C[C@@H]2Oc3cc(-c4ccc(C)cc4)ccc3S(=O)(=O)N([C@H](C)CO)C[C@H]2C)cc1
-1.2	CNC[C@H]1Oc2cc(C#CC3CCCC3)ccc2S(=O)(=O)N([C@@H](C)CO)C[C@@H]1C
-4.1	C[C@@H]1CN([C@H](C)CO)C(=O)c2cc(-c3ccc(F)cc3)cnc2O[C@@H]1CN(C)C(=O)Cc1ccccc1
2.5	C[C@@H]1CCCCO[C@@H](CN(C)C(=O)NC2CCCCC2)[C@@H](C)CN([C@H](C)CO)C(=O)c2cc(NC(=O)NC3CCCCC3)ccc2O1
-4.5	C[C@@H]1CN([C@@H](C)CO)C(=O)c2cc(NS(=O)(=O)c3ccc(Cl)cc3)ccc2O[C@@H]1CN(C)Cc1ccc(Oc2ccccc2)cc1
-10.2	CO[C@H]1O[C@H](CO)[C@@H](OC(=O)Nc2ccc3c(c2)OCO3)[C@H](OC(=O)Nc2ccccc2)[C@@H]1OC(=O)Nc1ccccc1
-0.2	C[C@H](CO)N1C[C@H](C)[C@@H](CN(C)C(=O)Cc2ccccc2)Oc2ncc(-c3cncnc3)cc2C1=O
-2.4	C[C@@H]1CN([C@H](C)CO)C(=O)c2cccc(NC(=O)Nc3ccc(C(F)(F)F)cc3)c2O[C@H]1CN(C)S(=O)(=O)c1cn(C)cn1
2.3	COc1ccc(NC(=O)N(C)C[C@@H]2Oc3c(NC(=O)c4cc(C)nn4C)cccc3C(=O)N([C@H](C)CO)C[C@@H]2C)cc1
0.6	CCCC#Cc1ccc2c(c1)O[C@H](CN(C)C(=O)C1CCC1)[C@H](C)CN([C@@H](C)CO)S2(=O)=O
3.9	COCC(=O)Nc1ccc2c(c1)[C@@H]1C[C@H](CC(=O)NCc3ccncc3)O[C@H](CO)[C@@H]1O2
-0.6	CC(C)NC(=O)N(C)C[C@@H]1Oc2ncc(C3=CCCCC3)cc2C(=O)N([C@H](C)CO)C[C@H]1C
-6.0	C[C@@H]1CN([C@@H](C)CO)C(=O)Cc2cc(NC(=O)C3CCCCC3)ccc2O[C@@H]1CN(C)Cc1ccccc1
-2.2	COc1ccc(S(=O)(=O)Nc2cccc3c2O[C@H](CN(C)Cc2ccc(C(=O)O)cc2)[C@@H](C)CN([C@@H](C)CO)C3=O)cc1
-4.1	NC(=O)CSc1nc2ccccc2n1CC(=O)N1CCCCC1
6.6	C[C@H](CO)N1C[C@H](C)[C@@H](CN(C)Cc2ccncc2)Oc2ccc(NC(=O)C3CC3)cc2C1=O
0.0	COCC#Cc1cnc2c(c1)C(=O)N([C@@H](C)CO)C[C@H](C)[C@@H](CN(C)S(=O)(=O)c1ccccc1)O2
-2.4	COc1ccc(C2OCC3(O)C(c4ccc(OC)c(OC)c4)OCC23)cc1OC (stereo unspecified)

4 compounds already listed, sorted by the value under NSD2 block, low to high:
| structure | NSD2 block |
| --- | --- |
| NC(=O)CSc1nc2ccccc2n1CC(=O)N1CCCCC1 | -4.1 |
| CC(C)NC(=O)N(C)C[C@@H]1Oc2ncc(C3=CCCCC3)cc2C(=O)N([C@H](C)CO)C[C@H]1C | -0.6 |
| CCCC#Cc1ccc2c(c1)O[C@H](CN(C)C(=O)C1CCC1)[C@H](C)CN([C@@H](C)CO)S2(=O)=O | 0.6 |
| COCC(=O)Nc1ccc2c(c1)[C@@H]1C[C@H](CC(=O)NCc3ccncc3)O[C@H](CO)[C@@H]1O2 | 3.9 |

(more compounds)
NSD2 block	SMILES
1.4	C[C@H](CO)N1C[C@H](C)[C@H](CN(C)C(=O)CCN(C)C)OCc2ccccc2-c2ccccc2C1=O
1.6	CC(C)NC(=O)N(C)C[C@H]1Oc2ccc(NC(=O)Cc3cn(C)c4ccccc34)cc2CC(=O)N([C@H](C)CO)C[C@@H]1C
0.7	C[C@H]1CN([C@@H](C)CO)C(=O)c2cccc(NS(=O)(=O)c3cn(C)cn3)c2O[C@H]1CN(C)CC1CCCCC1
3.0	C[C@H]1CN([C@@H](C)CO)C(=O)Cc2cc(NC(=O)Cc3ccccc3)ccc2O[C@@H]1CN(C)S(C)(=O)=O
-3.9	C[C@H]1CN([C@@H](C)CO)C(=O)c2cc(NC(=O)Cc3cn(C)c4ccccc34)ccc2O[C@@H]1CN(C)Cc1ccc(Cl)c(Cl)c1
4.2	C[C@@H]1CN([C@H](C)CO)C(=O)c2cccc(NC(=O)c3ccncc3)c2O[C@@H]1CN(C)Cc1ccncc1
4.5	C[C@H]1CN([C@@H](C)CO)C(=O)c2cccc(NC(=O)c3nc4ccccc4s3)c2O[C@@H]1CN(C)Cc1ccc(Oc2ccccc2)cc1
0.2	C[C@@H]1CN([C@@H](C)CO)S(=O)(=O)c2ccc(C3=CCCC3)cc2O[C@@H]1CN(C)Cc1ccccn1
?	C[C@@H]1CCCCO[C@@H](CN(C)C(=O)C2CCCCC2)[C@H](C)CN([C@H](C)CO)C(=O)c2cc(NC(=O)Nc3ccccc3)ccc2O1
-7.0	CCCC#Cc1ccc2c(c1)O[C@H](CN(C)C(=O)c1cccnc1)[C@@H](C)CN([C@@H](C)CO)S2(=O)=O
0.5	CCC(=O)N(C)C[C@@H]1Oc2cc(C#CCC(C)C)ccc2S(=O)(=O)N([C@H](C)CO)C[C@@H]1C
